# Bioassay records deposited in PubChem BioAssay by National Center for Advancing Translational Sciences (NCATS).
# AMA1-RON2 inh = qHTS for Inhibitors of AMA1-RON; Towards Development of Antimalarial Drug Lead: Primary Screen; Plasmodium falciparum AMA1 (3D7) - RON2 peptide interaction; AlphaScreen AMA1-biotinylated RON2 peptide binding; Potency, µM (doses to about 58.2 µM), for inactives: at the highest dose activity change, negative = inhibition, most hits filed as inhibitors; actives 0.2% (n = 360,000); AID 720542, 2013;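 further: potency means the concentration at half of the fitted maximal effect; 0% = vehicle wells and -100% = peptide control; nearly all actives have a fitted effect of over 45% in size; some results filed as inactive show a strong effect at the top dose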
#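 AMA1 (3D7) with his tag at 25 nM final met compounds first, then biotinylated RON2 peptide at 25 nM; detection used donor plus acceptor beads, 10 µg/mL apiece, read by AlphaScreen after 30 min at room temperature.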
# HCV inhibitor = qHTS Assay for Inhibitors of Hepatitis C Virus (HCV). Potency, µM (titrated, usually from 41.8 µM), without a hit: at the highest dose activity change, negative = inhibition, hits mostly inhibitors. actives 3.4% (n = 340,000). AID 651820, 2012. Huh7.5.1 HCVcc-Cre infection, luciferase reporter, 44 h; further: potency means the concentration at half of the fitted maximal effect
#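 Infectious HCVcc-Cre (~0.5 moi) was added to cells just after compound, with cells seeded 4 h earlier at 1,000 per well. Luciferase activity after 44 h culture reported infection; substrate was incubated 15 min at room temperature before reading.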
# AmpC detergent = qHTS Inhibitors of AmpC Beta-Lactamase (assay with detergent); Potency, µM (top dose mostly 114 µM), for the others: at the highest dose activity change, negative = inhibition, hits mostly inhibitors; actives 0.041% (n = 370,000); P00811; AmpC hydrolysis of nitrocefin, absorbance 480 nm, 0.01% Triton;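 further: potency means the concentration at half of the fitted maximal effect; 0% = no-compound wells and -100% = no-enzyme wells; nearly all actives have a fitted effect of over 25% in size; some results filed as inactive show a strong effect at the top dose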
# Target sequence (P00811 whole entry, looked up): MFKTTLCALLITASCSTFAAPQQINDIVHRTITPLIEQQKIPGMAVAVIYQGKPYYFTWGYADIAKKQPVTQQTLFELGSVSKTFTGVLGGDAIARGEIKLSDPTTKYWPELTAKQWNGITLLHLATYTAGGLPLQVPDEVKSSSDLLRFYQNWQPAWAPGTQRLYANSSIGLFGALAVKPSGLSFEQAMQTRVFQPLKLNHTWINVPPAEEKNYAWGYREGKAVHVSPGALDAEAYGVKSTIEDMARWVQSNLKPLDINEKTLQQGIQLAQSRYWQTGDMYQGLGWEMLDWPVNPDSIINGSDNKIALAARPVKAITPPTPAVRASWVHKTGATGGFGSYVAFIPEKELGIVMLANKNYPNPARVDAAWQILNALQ
#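 20 mM phosphate pH 7.0 + 0.01% (detergent screen) or 0.0001% Triton X-100; 5.3 nM AmpC reagent; cpd preinc 15 min RT; nitrocefin (800 uM stock) to start; A480 q20 s × 4 min; Activity was normalised to no-enzyme and no-compound control wells.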
# LmPK inhibitor = qHTS Assay for Inhibitors of Leishmania Mexicana Pyruvate Kinase (LmPK) | Q27686 | purified LmPK, Kinase-Glo ATP luminescence, 1 h | Potency, µM (titrated, usually from 57.5 µM), for the others: at the top dose activity change, negative = inhibition, hits mostly inhibitors | actives 0.37% (n = 290,000); further: potency means the concentration at half of the fitted maximal effect
# Target sequence (Q27686 whole entry, looked up): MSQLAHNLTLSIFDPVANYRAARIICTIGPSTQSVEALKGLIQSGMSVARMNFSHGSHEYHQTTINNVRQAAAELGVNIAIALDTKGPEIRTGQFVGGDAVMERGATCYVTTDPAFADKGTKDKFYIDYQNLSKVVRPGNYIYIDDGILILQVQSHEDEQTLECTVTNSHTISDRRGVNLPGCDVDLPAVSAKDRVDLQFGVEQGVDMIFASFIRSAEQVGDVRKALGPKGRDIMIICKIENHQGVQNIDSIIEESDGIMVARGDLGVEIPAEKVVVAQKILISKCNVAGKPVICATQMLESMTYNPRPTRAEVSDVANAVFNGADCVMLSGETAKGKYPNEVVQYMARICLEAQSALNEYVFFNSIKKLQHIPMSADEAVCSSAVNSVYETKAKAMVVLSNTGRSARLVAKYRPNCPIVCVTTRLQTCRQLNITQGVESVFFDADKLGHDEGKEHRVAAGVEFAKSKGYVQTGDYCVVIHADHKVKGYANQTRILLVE
#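 Screened at intermediate enzyme activity to detect both inhibitors and activators: LmPK at 0.1 nM, with a 0.5 nM enzyme column as activation reference. PEP 0.5 mM, ADP 0.1 mM; ATP detected by luminescence after 1 h.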
# HCMV antiviral = qHTS Assay for inhibitors of the human cytomegalovirus (HCMV); HFF cells, HCMV-luciferase reporter, 72 h; stronger effect = lower value; activity change, negative = inhibition, % at 57.5 µM; actives 4.5% (n = 410,000); in the data active means activity change below about -60%; inconclusive means no clear call, values can overlap the other calls; inactive means above about -39%
#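 Two compound doses tested in HFFs infected with HCMV-luciferase, MOI 1 PFU/cell, 72 h at 37C. Lysate luminescence read with OneGlo; data normalized against buffer-only and 10uM Salinomycin inhibitor controls.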
# AmpC inh no detg = qHTS Inhibitors of AmpC Beta-Lactamase (assay without detergent); AmpC nitrocefin hydrolysis, absorbance 480 nm, 0.0001% Triton; actives 0.52% (n = 330,000); AID 485341, 2010; Potency, µM (highest dose often 57.1 µM), for inactives: at the highest dose activity change, negative = inhibition, most hits filed as inhibitors; P00811;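 further: potency means the concentration at half of the fitted maximal effect; plate controls were no compound for no effect and no enzyme for full effect; nearly all actives have a fitted effect of over 20% in size; some results filed as inactive show a strong effect at the top dose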
#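 20 mM phosphate pH 7.0 + 0.01% (detergent screen) or 0.0001% Triton X-100; 5.3 nM AmpC reagent; cpd preinc 15 min RT; nitrocefin (800 uM stock) to start; A480 q20 s × 4 min; Activity was normalised to no-enzyme and no-compound control wells.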
# TbPYK inhibitor = qHTS of Trypanosoma Brucei Inhibitors; pyruvate kinase (Trypanosoma brucei), Q57TT1; TbPYK enzyme, Kinase-Glo Plus ATP luminescence, 45 min; Potency, µM (doses to about 76.8 µM), for the others: top-dose activity, negative = inhibition, most hits filed as inhibitors; actives 0.12% (n = 410,000); AID 624173, 2012; further: potency means the concentration at half of the fitted maximal effect; nearly all actives have a fitted effect of over 50% in size
#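 In this concentration-response screen, enzyme-free wells defined baseline while DMSO plates tracked drift. Each reaction combined TbPYK, substrate, compound and 130 uM ADP for 45 min at room temperature. Kinase-Glo Plus luminescence gave the signal.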
# * hit, by the source's call; ? = inconclusive; . = not tested or not shown; & = joins results of further samples; [ ] = another dose, or the depositor's remark. Unless noted, the call rests on the fitted dose curve; in most records, active means well fitted curve in the direction sought with a large enough effect; inconclusive means small, poorly fitted or top-dose-only effect, or another doubt; inactive means no such curve, though single readings can be large; an effect the other way counts as inactive or inconclusive. Unless noted, on the % scale 0 is the no-effect control and ±100 the full control effect.
# Start of the listing, in advance (5 entries):
SMILES,AMA1-RON2 inh,HCV inhibitor,AmpC detergent,LmPK inhibitor,HCMV antiviral,AmpC inh no detg,TbPYK inhibitor
CCOc1ccc(NC(=O)C2C3c4ccccc4C(c4ccccc43)C2C(=O)O)cc1 (stereo not drawn),5%,4%,6%,7%,18,-16%,-2%
O=C(NCC(O)c1ccccc1)c1ccc(Cl)c(S(=O)(=O)N2CCCCC2)c1 (stereo not drawn),-6%,10µM*,-7%,0%,?,-47%,7%
COc1ccc(C(=O)NCCN2CCOCC2)cc1[N+](=O)[O-],-2%,17%,-15%,-1%,35,114%,8%
CCOC(=O)C[n+]1c(C)ccc2c1CCC2,8%,-11%,?,0%,18,-5%,-13%
O=C(CCS(=O)(=O)Cc1cccc(Cl)c1)NCCc1ccccc1,-1%,-3%,-2%,5%,9,-1%,0%

# Results, previewed entries included:
SMILES,AMA1-RON2 inh,HCV inhibitor,AmpC detergent,LmPK inhibitor,HCMV antiviral,AmpC inh no detg,TbPYK inhibitor
CCOc1ccc(NC(=O)C2C3c4ccccc4C(c4ccccc43)C2C(=O)O)cc1 (stereo not drawn),5%,4%,6%,7%,18,-16%,-2%
O=C(NCC(O)c1ccccc1)c1ccc(Cl)c(S(=O)(=O)N2CCCCC2)c1 (stereo not drawn),-6%,10µM*,-7%,0%,?,-47%,7%
COc1ccc(C(=O)NCCN2CCOCC2)cc1[N+](=O)[O-],-2%,17%,-15%,-1%,35,114%,8%
CCOC(=O)C[n+]1c(C)ccc2c1CCC2,8%,-11%,?,0%,18,-5%,-13%
O=C(CCS(=O)(=O)Cc1cccc(Cl)c1)NCCc1ccccc1,-1%,-3%,-2%,5%,9,-1%,0%
O=C(NCc1ccc(F)cc1F)[C@@H]1CCCN1C(=O)[C@@H]1CCCN1C(=O)c1ccc(Cl)cc1,2%,.,.,.,3,.,3%
Cc1ccnc(NC(=O)CCc2c[nH]c3ccccc23)c1,14%,?,?,1%,30,-32%,-3%
O=S(NCc1ccco1)C12CC3CC(CC(C3)C1)C2 (stereo not drawn),2%,-4%,-14%,9%,-25,-18%,-15%
CCc1ccc(NS(=O)(=O)c2cc(OC)ccc2OC)cc1,4%,-20%,?,-2%,22,-17%,0%
CC(C)c1cnc2c(c1SCC(=O)Nc1cccc([N+](=O)[O-])c1)c(=O)n(C)c(=O)n2C,.,.,12%,.,21,.,?
C[C@@H]1CCCCO[C@H](CN(C)C(=O)C2CCCCC2)[C@@H](C)CN([C@H](C)CO)C(=O)c2cc(N(C)C)ccc2O1,5%,.,.,.,-1,.,?
COc1ccc(NC(=O)C2CCN(c3ccc(Sc4ccc(C)cc4)nn3)CC2)c(OC)c1,.,.,18%,.,11,.,-2%
O=C(CNC(=S)N(Cc1ccccc1)Cc1cccnc1)N1CCOCC1,7%,25%,5%,16%,-25,3%,0%
COc1cccc(NC(=O)C2CCN(c3nn4cc(-c5ccc(F)cc5)nc4s3)CC2)c1,.,.,3%,.,0,.,-3%[15.4 µM]
N#CCCn1cc(/C=N/NC(N)=S)c(-c2ccc(-c3ccccc3)cc2)n1,87%[activator],11µM*,10%,-3%,-40,18%,-2%
CC(C)(C)CC(=O)NCCCN1CCOCC1,-9%,-1%,-7%,2%,-4,-16%,2%
CC(=O)c1ccc(NC(=O)c2cccc(NC(=O)c3ccccc3)c2)cc1,-11%,?,?,-2%,38,-13%,-10%
COc1ccc(C(=O)NCCCCCC(=O)O)cc1OC,13%,9%,-2%,-3%,40,.,-6%
O=C(Nc1ccc(C(F)(F)F)cc1)C(Cc1ccccc1)n1cccc1 (stereo not drawn),.,.,6%,.,?,.,-11%
Cc1ccc(C2C(C#N)=C(N)Oc3n[nH]c(-c4ccccc4)c32)o1 (stereo not drawn),21%,10%,-7%,5%,29,-36%,?
COCCn1c(SCC(=O)Nc2cc(C)on2)nc2cc(Cl)ccc2c1=O,6%[11.6 µM],5%,?,.,-16,-15%,-6%
O=C(COC(=O)Cc1ccsc1)NCc1ccccc1,0%[11.6 µM],-11%,-2%,3%,23,-10%,-7%
Cc1nn(-c2ccccc2)c2[nH]c(=O)c(CNCCN3CCOCC3)cc12,98%[activator],8%,9%,-2%,32,-25%,-4%
O=C(Cn1cnc2ccccc21)N/N=C/c1ccccc1,15%,8%,?,2%,12,-18%[11.4 µM],0%
S=c1[nH]ncn1/N=C/c1ccccn1,24%,4%,-2%,-11%,-13,4%,-19%
CC(=O)NS(=O)(=O)c1ccc(NC(=O)CSc2ccc(Cl)cc2)cc1,20%,-2%,3%,0%,7,-17%,-19%
Cc1cccc(/N=C2/NC(=O)C(Cc3ccccc3)S2)n1 (stereo not drawn),5%,18%,0%,-3%,-14,-27%,0%
Cc1cccc(C)c1NC(=S)NCCCN1CCCC1=O,-5%,-25%,7%,0%,-27,-7%,-11%
Cc1cccc(OCC(=O)Nc2nnc(S(=O)(=O)N3CCc4ccccc43)s2)c1,.,.,17%,.,30,.,-6%
Cc1ccc(S(=O)(=O)N2CCOCC2)cc1C(=O)Nc1nc(-c2ccccn2)cs1,2%,?,.,.,-87*,20%,-23%
O=C(NCc1ccccc1)c1sc(=S)n2c1[nH]c(=O)c1ccccc12,-9%,8%,-8%,-6%,-3,-43%,-10%
CCC(=O)[C@@]1(C)[C@H](C)C[C@H]2[C@@H]3CCC4=CC(=O)C=C[C@]4(C)[C@H]3[C@@H](O)C[C@@]21C,0%,11%,?,.,6,-14%,-1%
C=CCNc1nc(Nc2cc(Cl)ccc2OC)nc(OC)n1,-2%,-4%,?,-1%,15,-17%,5%
CN(NS(=O)(=O)c1ccccc1)C(=O)c1ccccc1,-3%,17%,.,.,-100*,.,5%
CCCNC(=O)c1ccccc1NC(=O)CSCc1ccc(OC)cc1,6%,-15%,0%,6%,-5,-10%,-4%
O=C(Nc1ccc(C(=O)N2CCN(c3ccc(Cl)cc3)CC2)cc1)c1nsc2ccccc12,.,.,14%,.,41,.,0%
Cc1noc(NS(=O)(=O)c2ccc(NC(=O)c3ccc(F)cc3)cc2)c1C,1%,21%,.,.,4,-18%,4%
CCOC(=O)c1[nH]c2c(c1C)C(=O)CC(c1ccc(F)cc1)C2 (stereo not drawn),-1%,?,?,-2%,?,?,6%
COCCn1c(SCC(=O)NCc2ccc(F)cc2)nc2ccccc21,5%,-19%,2%,0%,2,29%,0%
O=C(C1CCCCC1)N1CCC(c2nc3c(nnn3Cc3c(F)cccc3Cl)c(=O)[nH]2)CC1,-13%,12%&1%,0%,4%,0,24%,2%

# Record cards (already shown). Values in the order: AMA1-RON2 inh	HCV inhibitor	AmpC detergent	LmPK inhibitor	HCMV antiviral	AmpC inh no detg	TbPYK inhibitor
# `O=C(NCc1ccc(F)cc1F)[C@@H]1CCCN1C(=O)[C@@H]1CCCN1C(=O)c1ccc(Cl)cc1` is entered as 2%	.	.	.	3	.	3%
# `O=C(Nc1ccc(C(F)(F)F)cc1)C(Cc1ccccc1)n1cccc1` (stereo not drawn) is entered as .	.	6%	.	?	.	-11%
# `CCc1ccc(NS(=O)(=O)c2cc(OC)ccc2OC)cc1` is entered as 4%	-20%	?	-2%	22	-17%	0%
# `Cc1cccc(OCC(=O)Nc2nnc(S(=O)(=O)N3CCc4ccccc43)s2)c1` is entered as .	.	17%	.	30	.	-6%
# `C=CCNc1nc(Nc2cc(Cl)ccc2OC)nc(OC)n1` is entered as -2%	-4%	?	-1%	15	-17%	5%

# Going on with the list.
SMILES,AMA1-RON2 inh,HCV inhibitor,AmpC detergent,LmPK inhibitor,HCMV antiviral,AmpC inh no detg,TbPYK inhibitor
Cc1ccc(N(CC(=O)NC(C)c2ccccc2)S(=O)(=O)c2c(C)noc2C)cc1 (stereo not drawn),2%,10%,2%&3%,-1%,-27&-13,9%,-8%&7%
COc1ccc(-c2nc(CSCC(=O)N3CCc4ccccc43)c(C)o2)cc1OC,0%,?,-9%,-6%,-9,-3%,3%
C/C(=N\NC(=O)c1ccc(C)cc1C)c1ccc2c(c1)Nc1ccccc1S2,29%,3.5µM*,-12%,0%,0,-27%,-8%
CCN(CC)C(=O)Cn1cnc2sc(C(=O)N3CCN(c4ccc(F)cc4)CC3)c(C)c2c1=O,-3%,-1%,?,-5%,-38,133%[activator],-5%
O=C1Nc2c(c(=O)[nH]c(=O)n2-c2ccccc2)C1(NS(=O)(=O)c1ccc(Cl)cc1)C(F)(F)F (stereo not drawn),.,.,18%,.,16,.,1%
CC(Cc1ccc(O)cc1)NCC(O)c1ccc(O)c(O)c1 (stereo not drawn),?,.,.,.,-7,.,-11%
Cc1cc(OC(C)C(=O)N(Cc2ccco2)C2CCS(=O)(=O)C2)cc(C)c1Cl (stereo not drawn),19%,-2%,-8%,6%,.,110%[activator],-2%
CC(C)[C@H](NC(=O)c1ccco1)C(=O)OCC(=O)c1ccc(Br)s1,4%,-25%,.,.,3,-12%,-5%
Cn1cc(C(=O)c2ccc(Cl)cc2Cl)cc1C(=O)O,-1%,16%,?,-2%,-1,-13%,0%
CC1CC(C)CN(C(=O)C(C)N2CCN(S(=O)(=O)c3ccc(Br)s3)CC2)C1 (stereo not drawn),-6%,?,.,.,-19,164%[activator],-1%
O=C(CN1CCOCC1)Nc1ccccc1,35%[activator],-2%,-12%,0%,-8,-5%,2%
